Salmonella PhoP GFP = Inhibition of PhoP regulon, Salmonella typhi GFP reporter cells, confirmation, 4 h (AID 1850); Salmonella Typhi PhoP-promoter GFP reporter, fluorescence, 4 h; higher % means a stronger effect; one-dose inhibition, % at 50 µM; IC50 in µM for titrated hits; hit rate 0.33% among 310,000; in the data active = a potency from the dose series; inconclusive = inhibition mostly from about 25% at the one dose, without a potency; inactive = the rest, 99 in 100 with inhibition below about 19%;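 also: 0% = induced wells with vehicle and 100% = uninduced wells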
influenza NS1A = NS1A inhibition, H1N1 influenza, cell based functional assay (AID 504329); NS1A functional cell-based assay, percent inhibition; higher % means a stronger effect; inhibition, % at 12.5 µM, or IC50 in µM where a hit was titrated; hit rate 0.3% among 340,000; in the data active = a potency from the dose series; inconclusive = inhibition above about 27% without an active follow-up result; also: strong numbers were not always called active
tuberculosis growth = growth inhibition of non-replicating M. tuberculosis (AID 488890) | inhibition, % at 25 µM; hits with a dose series show IC50 in µM | hit rate 0.39% among 320,000 | Mycobacterium tuberculosis non-replicating, growth inhibition; higher % means a stronger effect; in the data active = a potency from the dose series; inconclusive = inhibition mostly from about 82% at the one dose, without a potency; inactive = the rest, 99 in 100 with inhibition below about 76%;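 also: plate controls were DMSO cells for no effect and high antibiotic wells for full effect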
VEEV TC-83 Vero = inhibitors of VEEV TC-83 cytopathic effect, confirmation, Vero cells (AID 588727); Vero cells, VEEV TC-83 cytopathic effect inhibition; higher % means a stronger effect; one-dose inhibition, % at 20 µM; IC50 in µM for titrated hits; hit rate 0.13% among 350,000; in the data active = a potency from the dose series; inconclusive = inhibition mostly from about 14% at the one dose, without a potency; inactive = the rest, 99 in 100 with inhibition below about 12%; also: strong numbers were not always called active
M. tuberculosis HTS = M. tuberculosis growth inhibition, HTS (AID 449762). M. tuberculosis H37Rv growth inhibition, 7H9 media; higher % means a stronger effect. hit rate 0.59% among 330,000. inhibition, % at 25 µM; hits with a dose series show IC50 in µM; in the data active = a potency from the dose series; inconclusive = inhibition above about 70% without an active follow-up result;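 also: bacterial growth assessed after seven days of incubation; strong numbers were not always called active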
VEEV TC-83 Vero 10K pilot screen = second read-out of VEEV TC-83 Vero, no call of its own (marks repeat the call); inhibition, %; measured here: 10K pilot screen inhibition
* marks the source's active call; other numbers are inactive results; i = inactive; ? = inconclusive; / = no result given.

SMILES	Salmonella PhoP GFP	influenza NS1A	tuberculosis growth	VEEV TC-83 Vero	M. tuberculosis HTS	others
O=[N+]([O-])c1cccc(OCC(O)CN2CCN(S(=O)(=O)c3cc(Cl)ccc3Cl)CC2)c1 (stereo not given)	-10%	7%	47%	i	44%
CSCCC(C(=O)N1CC2(C)CC1CC(C)(C)C2)N1C(=O)c2ccccc2C1=O (stereo not given)	4%	8%	55%	2.6%	-1%
COc1ccc(NC(=O)COC(=O)CCc2cc(OC)c(OC)c(OC)c2)c([N+](=O)[O-])c1	-2%	10%	18%	1.2%	-1%
CCOCCN1CCN(c2nnc3n2-c2ccc(Cl)cc2C(c2ccccc2Cl)=NC3)CC1	1%	-2%	10%	5.5%	5%
CCCOc1ccccc1/C=C1\SC(N)=NC1=O	0%	-4%	-5%	2.5%	-3%
CCON1C(=O)C2(CCCCC2)C(=O)C12C=CCCC2 (stereo not given)	/	-25%	/	i	/
CCOC(=O)CSC1=C(C#N)C(c2ccc(C)o2)CC(=O)N1 (stereo not given)	-10%	7%	2%	12%	-3%
CC(Sc1nc2cc([N+](=O)[O-])ccc2n1-c1ccc(F)cc1)C(=O)NCc1ccc2c(c1)OCO2 (stereo not given)	-1%	22%	14%	0.9%	0%
COc1ccc(C(=O)OCCc2sc[n+](CC(=O)c3ccccc3)c2C)cc1	3%	8%	16%	0.3%	-4%
Nc1cc(-c2ccc(Cl)cc2)nn1S(=O)(=O)c1cccc2nsnc12	/	14%	41%	3.0%	-4%
CC(C)CC(=O)NC(=S)Nc1ccccc1F	-8%	-5%	9%	3.5%	-5%
CCn1c(C)cc(O)c(C(=O)Nc2cccc(Cl)c2)c1=O	-12%	6%	9%	i	4%

Of the compounds above, 8 have sulfur:
SMILES	Salmonella PhoP GFP	influenza NS1A	tuberculosis growth	VEEV TC-83 Vero	M. tuberculosis HTS	others
O=[N+]([O-])c1cccc(OCC(O)CN2CCN(S(=O)(=O)c3cc(Cl)ccc3Cl)CC2)c1 (stereo not given)	-10%	7%	47%	i	44%
CSCCC(C(=O)N1CC2(C)CC1CC(C)(C)C2)N1C(=O)c2ccccc2C1=O (stereo not given)	4%	8%	55%	2.6%	-1%
CCCOc1ccccc1/C=C1\SC(N)=NC1=O	0%	-4%	-5%	2.5%	-3%
CCOC(=O)CSC1=C(C#N)C(c2ccc(C)o2)CC(=O)N1 (stereo not given)	-10%	7%	2%	12%	-3%
CC(Sc1nc2cc([N+](=O)[O-])ccc2n1-c1ccc(F)cc1)C(=O)NCc1ccc2c(c1)OCO2 (stereo not given)	-1%	22%	14%	0.9%	0%
COc1ccc(C(=O)OCCc2sc[n+](CC(=O)c3ccccc3)c2C)cc1	3%	8%	16%	0.3%	-4%
Nc1cc(-c2ccc(Cl)cc2)nn1S(=O)(=O)c1cccc2nsnc12	/	14%	41%	3.0%	-4%
CC(C)CC(=O)NC(=S)Nc1ccccc1F	-8%	-5%	9%	3.5%	-5%

Going on with the list.
SMILES	Salmonella PhoP GFP	influenza NS1A	tuberculosis growth	VEEV TC-83 Vero	M. tuberculosis HTS	others
CN(C)c1ccc(N2[C@@H](CC(=O)O)c3cc(C(F)(F)F)ccc3S2(=O)=O)cc1	6%	10%	2%	i	11%
CCO[C@@H]1OC(C(=O)NCc2nc3ccccc3[nH]2)=C[C@H](c2ccc(C(F)(F)F)cc2)[C@H]1CCCO	-12%	-11%	64%	2.4%	?
CCN(C(=O)CSc1ncccc1C(=O)Oc1cccc([N+](=O)[O-])c1)c1cccc(C)c1	-12%	8%	79%	7.4%	1%
C[C@H]1COc2c(C3(N)CC3)c(F)cc3c(=O)c(C(=O)O)cn1c23	<0.23µM*	/	?	/	?
C[C@@H]1NC(=O)[C@@]2(C)[C@@H](c3ccccc3)[C@H]3COc4ccc(Cl)cc4[C@@H]3N2C1=O	/	0%	-3%	1.4%	-12%	VEEV TC-83 Vero 10K pilot screen=1.3
COc1cccc(CNCCc2ccc(F)cc2)c1	4%	-10%	11%	i	-4%
O=C(Cn1cnc2c(cnn2-c2ccc(F)cc2)c1=O)N1CCN(c2ccccc2)CC1	/	6%	/	0.0%	/	VEEV TC-83 Vero 10K pilot screen=1.0
CCCCCCCCCCn1c2c(c(=N)c3c1CCC3)CCC2	15µM*	0%	?	6.1%	?
O=C(CSc1nnc(-c2ccco2)o1)Nc1ccccc1Cl	7%	-12%	11%	1.4%	4%
CCCS(=O)(=O)N1CCC(C(=O)NCc2ccc3c(c2)OCO3)CC1	-6%	-16%	-12%	0.8%	3%
COc1nc(Nc2ccc([N+](=O)[O-])cc2)nc(NC2CCCCC2)n1	-7%	3%	8%	2.1%	39%
O=C(CSCc1ccc(Br)cc1)Nc1ccccc1C(=O)N1CCOCC1	-2%	-10%	3%	i	-9%
CCOC(=O)C1CCN(C(=O)COC(=O)c2nn(C)c(=O)c3ccccc23)CC1	2%	12%	-9%	1.7%	0%
CCC(C)NC(=S)Nc1ccc(F)cc1 (stereo not given)	11%	-9%	2%	7.4%	-5%
CCc1nc(SCC(=O)N2CCC(C)CC2)c2c(=O)n(C)c(=O)n(C)c2n1	-5%	12%	14%	9.6%	-5%	VEEV TC-83 Vero 10K pilot screen=4.5
CN1C(=S)SC(C)(NO)C1(C)C (stereo not given)	-11%	-6%	5%	0.1%	-3%
COC/C=C1\CN2C3C[C@@H]1[C@H]1COC4=Nc5cc(OC)c(OC)c(OC)c5[C@@]43C[C@@H]12	-2%	-1%	-16%	0.5%	-16%
COc1ccc(S(=O)(=O)N2CCCN(CCC(=O)Nc3cccc(C(F)(F)F)c3)CC2)cc1	-3%	13%	57%	0.4%	26%
Clc1ccc(-c2csc(N/N=C/c3ccc4c(c3)OCO4)n2)cc1	-1%	5%	22%	0.7%	7%
Cc1cc(C)nc(NC2=N[C@@H]3CCCC[C@H]3N2C(=O)Nc2cc(Cl)cc(Cl)c2)n1	/	-2%	/	6.2%	/
O=S(=O)(Nc1ccncc1)c1ccc(Cl)cc1	-1%	2%	3%	0.9%	-6%
COc1ccccc1NC(=S)NC(NC(=O)CC(C)C)C(Cl)(Cl)Cl (stereo not given)	5%	-7%	10%	i	3%
CSCCC(NC(=O)c1ccco1)C(=O)OCC(=O)Nc1sccc1C#N (stereo not given)	0%	/	-2%	/	-7%
Cc1nn(-c2ccccc2)c(C)c1/C=N/NC(=O)CSc1nnc(SCc2ccccc2Cl)s1	-3%	0%	19%	3.1%	1%
COCCn1c(C)cc(C(=O)CSc2ncnc3sc4c(c23)CCC4)c1C	/	6%	/	2.0%	/
Cc1sc2ncnc(SCC(=O)Nc3nc(-c4ccc(F)c(F)c4)cs3)c2c1C	-8%	-2%	-4%	1.3%	1%
CC(C)NC(=O)c1onc(CSc2ccc(F)c(F)c2)c1C(=O)O	4%	-20%	75%	2.8%	11µM*
COc1ccc(C(CNC(=O)CCNS(=O)(=O)c2ccc(Br)cc2)N2CCOCC2)cc1 (stereo not given)	/	-11%	/	0.8%	/
O=c1[nH]cnc(O)c1C(c1ccc([N+](=O)[O-])cc1)c1c(O)nc[nH]c1=O	-2%	0%	18%	1.2%	-3%
COc1ccc(OC)c(C(=O)CSc2nc3ccccc3n2CC(=O)NC(C)(C)C)c1	2%	7%	-20%	0.8%	-4%
Cc1cc(C)c(NC(=O)/C(=C/c2ccco2)c2ccccc2)c(C)c1	-12%	21%	25%	i	-13%
CCCCn1c(O)c(C(C)=NCC2CCCO2)c(=O)[nH]c1=O (stereo not given)	5%	2%	-8%	1.8%	2%
COC(=O)CN(c1ccc(F)cc1)S(=O)(=O)c1ccc2c(c1)OCCO2	-4%	0%	1%	i	-7%
O=C(Nc1ccc2nc(N3CCOCC3)sc2c1)c1ccccc1	/	-17%	27%	11%	3%
c1ccc(CCNc2nc(-c3ccncc3)nc3ccccc23)cc1	6%	/	12%	9.2%	-4%
CSc1ccc(CCNC(=O)CN2C(=O)CCSc3ccccc32)cc1	4%	1%	-21%	0.3%	3%

6 compounds picked at random from those above, as already listed:
SMILES	Salmonella PhoP GFP	influenza NS1A	tuberculosis growth	VEEV TC-83 Vero	M. tuberculosis HTS	others
COc1ccc(OC)c(C(=O)CSc2nc3ccccc3n2CC(=O)NC(C)(C)C)c1	2%	7%	-20%	0.8%	-4%
O=C(CSCc1ccc(Br)cc1)Nc1ccccc1C(=O)N1CCOCC1	-2%	-10%	3%	i	-9%
COc1ccc(C(CNC(=O)CCNS(=O)(=O)c2ccc(Br)cc2)N2CCOCC2)cc1 (stereo not given)	/	-11%	/	0.8%	/
Cc1cc(C)c(NC(=O)/C(=C/c2ccco2)c2ccccc2)c(C)c1	-12%	21%	25%	i	-13%
Cc1nn(-c2ccccc2)c(C)c1/C=N/NC(=O)CSc1nnc(SCc2ccccc2Cl)s1	-3%	0%	19%	3.1%	1%
CCCS(=O)(=O)N1CCC(C(=O)NCc2ccc3c(c2)OCO3)CC1	-6%	-16%	-12%	0.8%	3%

(listing goes on)
SMILES	Salmonella PhoP GFP	influenza NS1A	tuberculosis growth	VEEV TC-83 Vero	M. tuberculosis HTS	others
CCNC(=S)N(Cc1cc2c(C)ccc(C)c2[nH]c1=O)C1CCCC1	1%	1%	12%	9.0%	5%
CC(C)Cc1nnc(NC(=O)CCC(=O)N2CCN(c3ccccc3)CC2)s1	0%	-11%	15%	i	-2%
O=C(CNS(=O)(=O)c1ccc2ccccc2c1)OCc1nnc(-c2ccccc2)o1	0%	3%	16%	2.2%	9%
O=C(NC1CCCCC1)N1C[C@H]2C[C@@H](C1)c1cccc(=O)n1C2	-10%	-1%	-9%	0.9%	1%
CCc1nnc(SCC(=O)Nc2nc(C)c(C(=O)N(C)C)s2)n1CC	-6%	-9%	-3%	0.6%	-4%
CCO/C=C1/C(=O)N(C(C)=O)c2ccccc21	-3%	-6%	/	0.8%	-11%
Cc1ccccc1-n1c(O)c(C=NCCN2CCOCC2)c(=O)[nH]c1=O	-8%	5%	-6%	1.3%	1%
COCCSc1ccccc1C(=O)N1CCOCC1	-10%	23%	-5%	i	2%
O=C1NCCCc2nonc21	8%	-4%	7%	i	1%
COc1cc(/C=N/NC(=O)c2cccc(S(=O)(=O)N3CCCC3)c2)cc(OC)c1O	-6%	-6%	-6%	5.7%	8%
CC1CN(C(=O)Nc2ccc(Br)cc2Cl)CC(C)O1 (stereo not given)	-7%	-5%	4%	10%	-9%
COc1ccc(N2CCN(C(=O)Cn3cnc4c3c(=O)n(C)c(=O)n4C)CC2)cc1	6%	-11%	-9%	i	-14%
CCN(c1ccccc1)S(=O)(=O)c1ccc(C(=O)NCCCn2ccnc2)cc1	-9%	1%	18%	0.2%	3%
Cc1ccc(C(=O)C(c2ccccc2)N2Cc3ccccc3C2=N)cc1 (stereo not given)	5%	-5%	?	9.5%	?
O=C(NC1CCCCC1)c1cc(S(=O)(=O)N2CCCC2)ccc1Cl	13%	-7%	-11%	0.1%	8%
COc1ccc(/C(C)=N/Nc2cccc(C(=O)O)c2)cc1OC	5%	2%	-10%	0.2%	5%
Cc1onc(-c2ccccc2)c1C(=O)Nc1nnc(N2CCCCCC2)s1	4%	0%	31%	4.7%	2%
Nc1ccc(Sc2ccccc2)nc1	8%	-2%	31%	i	?
Cc1ccc([N+](=O)[O-])cc1NC(=O)C1CCCC1	-9%	-7%	6%	0.2%	3%
CCn1cc(/C=C2/SC(=S)NC2=O)c(C)n1	-9%	-2%	33%	1.0%	2%
COc1ccccc1CNC(=O)Cn1cc([N+](=O)[O-])ccc1=O	1%	-14%	-14%	1.9%	-6%
Cc1nn(C)c(=O)n1-c1ccc(OCc2ccccc2)cc1	-2%	-5%	11%	i	0%
Nc1ccc(Sc2ccccc2CC(=O)O)cc1	11%	/	10%	/	-8%
Cc1ccc(NC(=O)N2C3CCCC2CC(NC(=O)C2CC2)C3)cc1 (stereo not given)	-1%	-1%	-5%	1.2%	1%
Cc1ccc(Nc2nnc(SCC(=O)c3ccc(O)cc3O)s2)cc1	3%	1%	22%	10%	9%
CN(C)S(=O)(=O)c1cccc(-c2nnc3n2CCCCC3)c1	-2%	-2%	-2%	0.8%	-3%
O=C(Nc1ccccc1C(F)(F)F)C1CCN(C(=O)c2cccs2)CC1	-4%	-8%	-3%	2.3%	-4%
NC(=O)c1ccc(NCC2CCCO2)c([N+](=O)[O-])c1 (stereo not given)	5%	5%	-3%	0.5%	-3%
COc1ccc(NC(=O)C(Cc2ccccc2)NC(=O)c2ccco2)cc1OC (stereo not given)	-1%	2%	-12%	1.7%	1%
Cc1onc(-c2ccccc2)c1C(=O)OCCOc1ccccc1F	8%	-14%	?	2.2%	?
